Coupling enz: qHTS Assay for Inhibitors of Fructose-1,6-bisphosphate Aldolase from Giardia Lamblia: Coupling assay counterscreen | activity change, negative = inhibition, % at 58.2 µM, hits read low | coupling enzyme system counterscreen, AmpLite Red fluorescence | 290,000 compounds, 0.67% hits; in the data active = activity change below about -30%; note: % is set by controls: 0 for no effect and ±100 for the full control effect
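Final compound at 57.5 uM, incubated 10 min at RT with coupling enzyme reagent (glyceraldehyde-3-phosphate), then 20 min with substrate and AmpLite Red detection. Fluorescence read at 525/598 nm; tests interference with the coupling assay, not aldolase inhibition.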
Menin MLL FP TR: qHTS Assay for Inhibitors Targeting the Menin-MLL Interaction in MLL Related Leukemias: Competition With Texas Red Labeled MLL-derived Mutant Peptide. O00255. Menin + Texas Red MLL mutant peptide, fluorescence polarization. Potency, µM (top dose mostly 61.6 µM), for the others: top-dose FP activity change, negative = inhibition, actives largely listed as inhibitors. 270,000 compounds, 0.23% hits; active = well fitted inhibition curve with a large enough effect in the polarisation, with a control signal flat, not every such curve was filed as active; inconclusive = small, poorly fitted or top-dose-only effect, or effect the other way, or a change in a side signal; inactive = no such curve, though single readings can be large or run the other way; the % refers to the polarisation; note: potency is the fitted concentration of half-maximal effect; % of control where 0% means no effect; many of its hits are not listed in these tables
Integrin act MD: qHTS for Activators of Integrin-Mediated Alleviation for Muscular Dystrophy; Potency, µM (titrated, usually from 38.3 µM), inactives show at the highest dose activation, hits mostly activators; 350,000 compounds, 0.064% hits; alpha7betagal myoblasts, beta-gal FDG fluorescence, 48 h;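 note: potency is the fitted concentration of half-maximal effect; 100% = response of the positive control SU9516; nearly all actives have a fitted effect of over 60% in size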
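alpha7betagal+/- myoblasts (passage 13, 250/well) treated 48 h at 37C with compounds at 1:260 dilution of DMSO stock. Lysed, then beta-galactosidase activity read as FDG fluorescence (ex 480/em 540) after 30 min, with pre-read for autofluorescence.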
Giardia kill: Small Molecules that selectively kill Giardia lamblia: qHTS. Giardia lamblia trophozoite viability. 340,000 compounds, 0.15% hits. activity change, % at 7.66 µM, hits read low. AID 540267, 2011; in the data active = activity change below about -80%; inconclusive = between about -30% and that limit;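 note: parasites exposed to compound for two days anaerobically before the ATP read; % is set by controls: 0 for no effect and ±100 for the full control effect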
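ATP-content bioluminescence gauges trophozoite survival. Cells (100/well) receive compound and incubate anaerobically for 48 hrs at 37 deg C; detection reagent follows for 15-30 min at room temperature.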
PKM2 act: qHTS Assay for Activators of Human Muscle isoform 2 Pyruvate Kinase. purified PKM2, Kinase-Glo ATP luminescence, activation; response scale: 0% is enzyme alone, no compound. AID 1631, 2009. 260,000 compounds, 0.34% hits. Potency, µM (series often up to 57.5 µM), without a hit: at the highest dose activation, most hits filed as activators. Pyruvate kinase PKM (Homo sapiens), P14618; note: potency is the fitted concentration of half-maximal effect; % is set by controls: 0 for no effect and ±100 for the full control effect; nearly all actives have a fitted effect of over 55% in size
Target sequence (P14618 whole entry, looked up, canonical isoform): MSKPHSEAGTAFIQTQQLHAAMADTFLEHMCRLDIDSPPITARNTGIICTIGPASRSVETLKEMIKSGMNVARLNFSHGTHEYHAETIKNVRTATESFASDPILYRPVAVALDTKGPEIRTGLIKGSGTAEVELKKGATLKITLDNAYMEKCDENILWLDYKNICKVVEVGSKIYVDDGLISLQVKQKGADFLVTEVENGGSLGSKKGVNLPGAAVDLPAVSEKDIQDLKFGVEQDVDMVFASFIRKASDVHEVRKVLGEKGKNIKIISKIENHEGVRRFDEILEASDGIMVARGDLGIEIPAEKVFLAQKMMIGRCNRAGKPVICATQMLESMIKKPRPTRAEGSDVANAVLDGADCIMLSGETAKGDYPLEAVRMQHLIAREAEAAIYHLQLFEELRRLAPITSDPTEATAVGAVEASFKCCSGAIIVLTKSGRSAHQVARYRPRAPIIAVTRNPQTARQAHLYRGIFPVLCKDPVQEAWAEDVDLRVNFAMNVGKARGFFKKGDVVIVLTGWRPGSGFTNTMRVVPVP
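Kinase-Glo luminescence reports ATP generated from ADP (0.1 mM) and PEP (0.5 mM) by purified hPK-M2 after 1 h at room temperature, pH 7.2 imidazole buffer; intermediate enzyme activity allows detecting inhibitors and activators.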
BCR signal inh: qHTS Assay to Find Inhibitors of Chronic Active B-Cell Receptor Signaling; ABC-DLBCL IkBa-CBG/CBR reporter, luminescence ratio, 4 h; Potency, µM (series often up to 46.1 µM), inactives show at the top dose ratio change, negative = lower green/red ratio, actives largely listed as inhibitors; 340,000 compounds, 0.05% hits; AID 493014, 2011; active = well fitted inhibition curve with a large enough effect in the signal ratio, with a control signal flat, not every such curve was filed as active; inconclusive = small, poorly fitted or top-dose-only effect, or effect the other way, or a change in a side signal; the % refers to the signal ratio;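 note: potency is the fitted concentration of half-maximal effect; plate controls were basal doxycycline-induced cells for no effect and cells given 10 µM MG132 for full effect; MG132 reads +100%, hits lower the ratio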
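Concentration-response series (up to 46 uM) were applied to TMD8 dual-reporter cells for 4 h at 37C with doxycycline. Green/red ratio, after filter-overlap correction, defined %Activity; red signal alone was normalised to basal cells and zero luminescence.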
TSG101-PTAP inh: qHTS Assay for Iinhibitors of HIV-1 Budding by Blocking the Interaction of PTAP/TSG101 | Tumor susceptibility gene 101 protein (Homo sapiens), Q99816 | Fluorescence polarization, FITC-PTAP peptide / Tsg101 binding | Potency, µM (doses to about 115 µM), for inactives: top-dose activity change, negative = inhibition, usual class: inhibitors | 340,000 tested, under 10 active; active = well fitted inhibition curve with a large enough effect in the main read-out, with a control signal flat, not every such curve was filed as active; inconclusive = small, poorly fitted or top-dose-only effect, or effect the other way, or a change in a side signal; inactive = no such curve, though single readings can be large or run the other way; note: potency is the fitted concentration of half-maximal effect; % of control where 0% means no effect
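Steps: Tsg101 binding domain dispensed (10 uM final), compounds pinned in DMSO, FITC-labeled PTAP-motif peptide added (50 nM final); after 20 min binding at room temperature, polarization measured.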
Tb PFK block: qHTS Assay to Find Inhibitors of T. brucei phosphofructokinase. T. brucei PFK, ADP-Glo luminescence. 330,000 compounds, 0.17% hits. AID 485367, 2010. Potency, µM (series often up to 57.5 µM), for inactives: at the top dose activity, negative = inhibition, most hits filed as inhibitors. ATP-dependent 6-phosphofructokinase (Trypanosoma brucei brucei), O15648;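 note: potency is the fitted concentration of half-maximal effect; 0% = uninhibited 1x PFK enzyme wells and -100% = no-enzyme wells; nearly all actives have a fitted effect of over 60% in size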
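Activity is normalized to no-enzyme wells (full inhibition) and 1.25 nM enzyme wells (no inhibition). Reaction: 0.5 mM F6P, 0.1 mM ATP, 45 min RT, ADP-Glo luminescence; concentration-response curves fitted and classed by quality.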
S-ASM inh: Inhibitors of Secretory Acid Sphingomyelinase (S-ASM): qHTS; Potency, µM (series often up to 57.5 µM), for inactives: at the highest dose activity change, negative = inhibition, actives largely listed as inhibitors; Sphingomyelin phosphodiesterase (Homo sapiens), P17405; placental ASM, HMU-PC fluorogenic substrate, 60 min; AID 504937, 2011; 340,000 compounds, 0.006% hits; note: potency is the fitted concentration of half-maximal effect
Target sequence (P17405 47-631 limits assumed): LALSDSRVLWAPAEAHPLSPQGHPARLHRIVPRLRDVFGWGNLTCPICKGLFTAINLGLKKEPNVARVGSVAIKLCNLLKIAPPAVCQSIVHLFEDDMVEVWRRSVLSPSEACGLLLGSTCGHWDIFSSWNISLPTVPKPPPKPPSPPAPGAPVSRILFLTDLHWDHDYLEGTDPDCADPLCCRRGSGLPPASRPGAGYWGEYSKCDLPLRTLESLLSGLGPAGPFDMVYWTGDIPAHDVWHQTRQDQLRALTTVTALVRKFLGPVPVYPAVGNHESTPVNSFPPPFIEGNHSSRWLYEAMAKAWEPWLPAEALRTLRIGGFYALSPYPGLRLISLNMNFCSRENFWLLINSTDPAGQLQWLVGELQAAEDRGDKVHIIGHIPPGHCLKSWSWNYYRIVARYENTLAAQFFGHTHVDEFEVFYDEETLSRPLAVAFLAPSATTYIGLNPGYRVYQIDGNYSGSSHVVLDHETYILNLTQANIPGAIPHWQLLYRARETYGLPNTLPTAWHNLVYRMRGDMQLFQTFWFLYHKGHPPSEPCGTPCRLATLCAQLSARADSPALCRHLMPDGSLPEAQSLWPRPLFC
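Steps: dispense placental human ASM, pin compound, wait 10 min at room temperature, add HMU-PC0 substrate at 9 uM final, incubate 60 min at 37 °C, add stop solution raising pH to 10, read fluorescence.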
B2AR arrestin: qHTS assay of beta-arrestin-biased ligands of beta2-adrenergic receptor; beta-arrestin recruitment to beta2AR, cell-based reporter; Beta-2 adrenergic receptor (Homo sapiens), P07550; 330,000 compounds, 0.02% hits; Potency, µM (highest dose often 46.1 µM), without a hit: at the top dose activation, most hits filed as activators;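 note: potency is the fitted concentration of half-maximal effect; 0% = DMSO controls and full agonism = EC100 isoproterenol or metaproterenol; nearly all actives have a fitted effect of over 65% in size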
GALK inh: qHTS Assay for Inhibitors of Human Galactokinase (GALK). 270,000 compounds, 0.007% hits. P51570. Purified GALK, Kinase-Glo residual ATP luminescence. AID 1868, 2009. Potency, µM (highest dose often 57.5 µM), inactives show at the top dose activity change, negative = inhibition, hits mostly inhibitors; note: potency is the fitted concentration of half-maximal effect; % is set by controls: 0 for no effect and ±100 for the full control effect
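GALK at 5 nM final was combined with compound, 35 uM ATP and 100 uM galactose in HEPES pH8.0 with MgCl2 and DTT. The reaction ran one hour at room temperature before luminescent ATP detection.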
The depositor's hits bear a star; ? = inconclusive; . = not tested or not shown; [ ] = dose if it differs, or a comment. Unless noted, calls come from the whole dose curve; as a rule, active = well fitted curve in the direction sought with a large enough effect; inconclusive = small, poorly fitted or top-dose-only effect, or another doubt; inactive = no such curve, though single readings can be large; an effect the other way counts as inactive or inconclusive. Some of the compounds tested; rates above refer to the full screens.

SMILES | Coupling enz | Menin MLL FP TR | Integrin act MD | Giardia kill | PKM2 act | BCR signal inh | TSG101-PTAP inh | Tb PFK block | S-ASM inh | B2AR arrestin | GALK inh
Cc1cc(C)c2nc(C(F)(F)F)nc(N3CC(C)OC(C)C3)c2c1 (stereo not drawn) | 1 | -9% | 13% | -7 | -4% | . | -4% | . | -14% | . | -2%
Cc1c(NC(=O)c2nn3c(C(F)(F)F)cc(-c4ccccc4)nc3c2Br)c(=O)n(-c2ccccc2)n1C | 10 | 8% | 2% | 3 | 4% | 7% | 0% | -9% | -3% | -0.1% | 1%
O=S(=O)(NCc1ccccc1)c1ccc(S(=O)(=O)N(Cc2cccs2)CC2CCCO2)cc1 (stereo not drawn) | -1 | . | 26% | -5 | 1% | 6% | -7% | 5% | -1% | -0.1% | -3%
Cc1cc(NC(=O)COc2ccc(N(C)S(=O)(=O)c3ccccc3)cc2)no1 | -3 | 15% | 20% | 8 | -12% | 11% | 0% | -1% | 3% | -0.2% | 2%
CCCCc1nc2cc(C(=O)N3CCCCC3CCNC(C)=O)ccc2o1 (stereo not drawn) | . | . | 20% | 7 | . | -4% | -6% | -1% | -1% | -1.0% | 1%
COc1ccc(-n2nc(C(=O)NCC(=O)NCC3CCCO3)c3ccccc3c2=O)cc1Cl (stereo not drawn) | 2 | 32%[activator] | 23% | -5 | 2% | -2% | -6% | 1% | 7% | -0.2% | 2%
COc1ccccc1NC(=O)CSc1nncn1-c1ccccc1 | 3 | 2% | ? | -6 | 0% | -11% | -3% | 0% | 0% | -0.4% | -3%
CC(=O)c1cccc(S(=O)(=O)NCCC(=O)O)c1 | 0 | 1% | 13% | -16 | -1% | 1% | 1% | -6% | 3% | 0.1% | 17%
O=C(Nc1cc(S(=O)(=O)N2CCOCC2)ccc1N1CCOCC1)c1cccc(S(=O)(=O)N2CCCCC2)c1 | -4 | . | -30% | 20 | -5% | -4% | 0% | -2% | 0% | -0.1% | -1%
COc1ccc(C(=O)CCC(=O)Nc2cccnc2)c(OC)c1 | 1 | 4% | 22% | -4 | 3% | 12% | -3% | 0% | 1% | -1.2% | 7%
COC(=O)C1=C(C)Nc2c(c(=O)n(C)c(=O)n2C)C1c1cccc(O)c1 (stereo not drawn) | 2 | . | 3% | 0 | -2% | -4% | -4% | -9% | 9% | -0.1% | 6%
CC(C)CNC(=O)CSc1nnc(-c2ccc(Cl)cc2)n1N | -1 | -10% | 18% | -4 | -15% | 0% | -4% | 2% | 1% | -0.3% | -2%
Cc1cc(C)c(S(=O)(=O)c2ccccc2C(=O)O)c(C)c1 | 8 | -17% | 11% | 29 | 0% | 8% | -4% | -1% | -1% | -0.1% | -3%
CC1CC(C)CN(CCCNC(=O)CCC(=O)N2CC(C)Oc3ccccc32)C1 (stereo not drawn) | 2 | 10% | -15% | 43[activator] | -12% | -12% | -2% | 3% | -1% | -0.3% | .
Nc1nc(-c2ccccc2)cn1N | -9 | 3% | 13% | -2 | 28µM* | ? | -2% | 0% | 14% | 0.3% | 2%

A stretch from further up, as a working copy:
SMILES | Coupling enz | Menin MLL FP TR | Integrin act MD | Giardia kill | PKM2 act | BCR signal inh | TSG101-PTAP inh | Tb PFK block | S-ASM inh | B2AR arrestin | GALK inh
Cc1cc(NC(=O)COc2ccc(N(C)S(=O)(=O)c3ccccc3)cc2)no1 | -3 | 15% | 20% | 8 | -12% | 11% | 0% | -1% | 3% | -0.2% | 2%
CCCCc1nc2cc(C(=O)N3CCCCC3CCNC(C)=O)ccc2o1 (stereo not drawn) | . | . | 20% | 7 | . | -4% | -6% | -1% | -1% | -1.0% | 1%
COc1ccc(-n2nc(C(=O)NCC(=O)NCC3CCCO3)c3ccccc3c2=O)cc1Cl (stereo not drawn) | 2 | 32%[activator] | 23% | -5 | 2% | -2% | -6% | 1% | 7% | -0.2% | 2%

Going on with the list:
SMILES | Coupling enz | Menin MLL FP TR | Integrin act MD | Giardia kill | PKM2 act | BCR signal inh | TSG101-PTAP inh | Tb PFK block | S-ASM inh | B2AR arrestin | GALK inh
COc1ccc(N2C(=O)NC3CC2(C)Oc2ccccc23)cc1 (stereo not drawn) | 2 | -3% | 16% | -30 | 3% | 0% | 0% | -7% | -1% | -0.2% | 4%
O=C(Nc1ccncc1Cl)c1ccncc1 | . | . | 0% | 7 | -7% | -7% | -2% | -12% | 5% | -0.3% | -3%
O=C1C2CC=CCC2C(=O)N1Nc1ccccc1 (stereo not drawn) | 3 | 17% | 23% | -1 | 5% | -20% | -7% | 2% | 3% | 0.6% | 1%
COc1ccccc1NC1=CC(=O)CC(c2ccccc2)C1 (stereo not drawn) | 4 | -15% | 27% | 11 | 1% | ? | -2% | 5% | 3% | 2.3% | 1%
NC(=O)C1CC(O)CN1c1nc(CN2CCOCC2)nc2scc(-c3ccccc3)c12 (stereo not drawn) | 5 | 12% | ? | -5 | -4% | 0% | -1% | -2% | 7% | 0.3% | 1%
C=CCn1c(=NC(=O)c2cccs2)sc2cc(NC(C)=O)ccc21 | 2 | -8% | 25% | -15 | -1% | ? | 4% | -2% | 407%[activator] | -0.7% | 0%
COc1ccc(C(CNC(=O)c2cccc(S(=O)(=O)Nc3ccccc3OC)c2)N2CCOCC2)cc1 (stereo not drawn) | . | . | -28% | -1 | . | 1% | -2% | -12% | 2% | 0.4% | .
COc1cc(C(=O)Nc2ccc(OCC(=O)O)cc2)cc(OC)c1OC | 2 | -10% | 12% | -2 | -5% | 0% | -2% | -1% | -1% | -0.5% | -2%
Cc1ccc(C(=O)OCC(=O)Nc2ccccc2N2CCOCC2)cc1 | 1 | 10% | 20% | 3 | -1% | -13% | 2% | 1% | 2% | 0.2% | 1%
c1ccc(C2=Nn3c(nnc3-c3ccco3)SC2)cc1 | -5 | -27% | 8% | -17 | 4% | ? | -2% | -2% | -3% | 0.3% | -3%
Cn1c(=O)[nH]c(=O)c2c1nc(N1CCCCC1)n2CC(O)COc1ccc([N+](=O)[O-])cc1 (stereo not drawn) | 2 | -1% | 22% | -2 | -1%[11.5 µM] | -1% | -6% | -8% | -11% | 0.1% | 7%
Cc1ccc(C(=O)N/C(=C\c2ccc(Cl)cc2)C(=O)NCC2CCCO2)cc1 (stereo not drawn) | 2 | -14% | -7% | -5 | 10% | -6% | 0% | 10% | 6% | -0.3% | 2%
COc1ccc(-n2nc(C(=O)NCC(=O)NC(C)C)c3ccccc3c2=O)c(OC)c1 | -1 | 9% | -7% | 0 | . | ? | 1% | -6% | 4% | 0.5% | 4%
Clc1cccc(Nc2nc(-c3ccncc3)cs2)c1 | 1 | -12% | -49%[inhibitor] | 14 | 0% | -5% | -5% | 0% | 0% | -0.1% | 2%
CNC(=O)CSc1nnc(-c2ccccc2F)n1CCc1ccccc1 | 0 | . | -1% | -3 | 12% | -41% | -11% | -1% | 6% | -0.6% | -1%
COC(=O)c1ccc2c(c1)C(C)(C)C(/C=C/c1ccccc1O)=[N+]2C | 6 | ? | -63%[inhibitor] | 10 | -35% | ? | 51%[activator] | 13µM* | -1% | -0.5% | -1%
CCN(CC)c1ccc(NC(=O)CNCc2ccccc2Cl)c(C)c1 | 1 | ? | -45% | -5 | . | 0% | -10% | -3% | 0% | -0.1% | -4%
COc1cc(C(=O)NCC(C)(C)CNC(=O)c2cc(OC)c(OC)c(OC)c2)cc(OC)c1OC | 2 | 1% | 12% | 6 | -5%[11.5 µM] | -1% | -3% | -1% | -2% | -0.3% | -3%

Source: PubChem BioAssay (National Center for Advancing Translational Sciences (NCATS))
